# Source: PubChem BioAssay
# M. tuberculosis HTS: M. tuberculosis growth inhibition, HTS (AID 449762); M. tuberculosis H37Rv growth inhibition, 7H9 media; higher % means a stronger effect; 330,000 tested, 0.59% active; one-dose inhibition, % at 25 µM; IC50 in µM for titrated hits; in the data active means a potency from the dose series; inconclusive means inhibition above about 70% without an active follow-up result;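 further: bacterial growth assessed after seven days of incubation; strong numbers were not always called active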
# inhibitors of VEEV: inhibitors of VEEV TC-83 cytopathic effect, confirmation, Vero cells (AID 588727). inhibition, % at 20 µM, or IC50 in µM where a hit was titrated. 350,000 tested, 0.13% active. Vero cells, VEEV TC-83 cytopathic effect inhibition; higher % means a stronger effect; in the data active means a potency from the dose series; inconclusive means inhibition mostly from about 14% at the one dose, without a potency; inactive means the rest, 99 in 100 with inhibition below about 12%; further: strong numbers were not always called active
# influenza NS1A: NS1A inhibition, H1N1 influenza, cell based functional assay (AID 504329); NS1A functional cell-based assay, percent inhibition; higher % means a stronger effect; one-dose inhibition, % at 12.5 µM; IC50 in µM for titrated hits; 340,000 tested, 0.3% active; in the data active means a potency from the dose series; inconclusive means inhibition above about 27% without an active follow-up result; further: strong numbers were not always called active
# tuberculosis growth: growth inhibition of non-replicating M. tuberculosis (AID 488890); inhibition, % at 25 µM; hits with a dose series show IC50 in µM; 320,000 tested, 0.39% active; Mycobacterium tuberculosis non-replicating, growth inhibition; higher % means a stronger effect; in the data active means a potency from the dose series; inconclusive means inhibition mostly from about 82% at the one dose, without a potency; inactive means the rest, 99 in 100 with inhibition below about 76%;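 further: plate controls were DMSO cells for no effect and high antibiotic wells for full effect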
# Salmonella PhoP GFP: PhoP regulon inhibitors, Salmonella typhi PhoP promoter GFP reporter, confirmatory (AID 1850). Salmonella Typhi PhoP-promoter GFP reporter, fluorescence, 4 h; higher % means a stronger effect. inhibition, % at 50 µM, or IC50 in µM where a hit was titrated. 310,000 tested, 0.33% active; in the data active means a potency from the dose series; inconclusive means inhibition mostly from about 25% at the one dose, without a potency; inactive means the rest, 99 in 100 with inhibition below about 19%;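 further: 0% = induced wells with vehicle and 100% = uninduced wells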
# inhibitors of VEEV 10K pilot screen: also measured in inhibitors of VEEV; calls as there; inhibition, %; measured here: 10K pilot screen inhibition
# Starred values were filed as active, the others as inactive; i = inactive; ? = inconclusive; . = no result given.
SMILES,M. tuberculosis HTS,inhibitors of VEEV,influenza NS1A,tuberculosis growth,Salmonella PhoP GFP,others
CN(C)S(=O)(=O)c1cccc(C(=O)OCC(=O)c2c(N)n(C)c(=O)n(C)c2=O)c1,2.9%,2.9%,-0.8%,-9.5%,-9.4%,
CCOC(=O)c1ccc(NC(=S)NCCCN2CCCCC2)cc1,-10.3%,0.1%,11.9%,12.4%,-3.6%,
CCn1c(SC)nnc1C1CCCN(CC(=O)Nc2ccccc2N2CCOCC2)C1 (stereo not given),-3.0%,i,-6.4%,-15.3%,-13.8%,
CCOc1ccc(CCNC(=O)CN2CCN(Cc3ccccc3F)C2=O)cc1OCC,-6.3%,2.1%,-13.6%,2.7%,1.0%,
CCCCCCn1c(N2CCN(c3cccc(Cl)c3)CC2)nc2c1c(=O)[nH]c(=O)n2C,-2.7%,8.6%,14.1%,17.0%,-6.6%,
COc1cccc(C2=NOC(C(=O)NCc3ccc(F)cc3)C2)c1 (stereo not given),10.6%,0.5%,-0.2%,15.6%,-2.6%,
Brc1ccc(N=Cc2ccccn2)cc1,8.4%,i,-1.4%,44.5%,-9.3%,
Cc1ccc(C(=O)N2CCOCC2)cc1S(=O)(=O)N1CCCCC1,-0.6%,0.3%,-7.0%,1.1%,-3.6%,
CC(=O)c1ccc(N2C(=NC(=O)COc3ccccc3)SC3CS(=O)(=O)CC32)cc1 (stereo not given),-2.2%,1.3%,-2.2%,-13.3%,-17.5%,
C1CC1C(=NN=C(C1CC1)C1CC1)C1CC1,.,1.8%,14.6%,.,.,
CC(C)(C)OC(=O)NCCCCc1cn(CC(=O)N2CCN(C(=O)OC(C)(C)C)CC2)nn1,-1.0%,0.2%,-1.1%,5.8%,1.4%,inhibitors of VEEV 10K pilot screen=0.4
CC(C)c1ncc(C(O)c2cccc3ccccc23)n1C (stereo not given),-6.7%,0.1%,-12.0%,-17.5%,19.5%,
CN(CC(=O)Nc1ccccc1Cl)C(=O)Cn1cc(C(F)(F)F)ccc1=O,-1.5%,3.0%,-4.9%,2.6%,.,
COCc1ccc(O)c2ncccc12,?,12.4%,2.8%,?,-4.3%,
COCCCN1C(=O)C(=O)/C(=C(/O)c2ccc(S(=O)(=O)N3CCCCC3)cc2)C1c1ccc(O)c(OC)c1 (stereo not given),-2.0%,0.6%,-9.2%,2.8%,4.8%,
OC12Oc3ccccc3C=C1N1CCC2CC1 (stereo not given),1.4%,0.7%,-2.3%,6.9%,3.8%,
CC(C)(C)N(Cc1nc(-c2ccccc2)no1)C(=O)c1ccc2c(c1)OCO2,-5.1%,1.8%,2.6%,3.8%,6.7%,
COCCNC(=O)C(OC(=O)c1ccco1)c1ccccc1F (stereo not given),4.3%,0.3%,-0.4%,16.1%,0.1%,
COC(=O)CCCC(=O)N1CCCC(CNS(=O)(=O)c2ccc(OC)cc2)C1 (stereo not given),1.4%,1.5%,-11.4%,3.9%,4.5%,
CCOCCc1nnc(NC(=O)CSc2ccccc2)s1,0.3%,i,-0.2%,31.2%,-2.4%,

# 7 entries out of the list, ordered by SMILES length, rising.
SMILES,M. tuberculosis HTS,inhibitors of VEEV,influenza NS1A,tuberculosis growth,Salmonella PhoP GFP,others
COCc1ccc(O)c2ncccc12,?,12.4%,2.8%,?,-4.3%,
Brc1ccc(N=Cc2ccccn2)cc1,8.4%,i,-1.4%,44.5%,-9.3%,
OC12Oc3ccccc3C=C1N1CCC2CC1 (stereo not given),1.4%,0.7%,-2.3%,6.9%,3.8%,
COc1cccc(C2=NOC(C(=O)NCc3ccc(F)cc3)C2)c1 (stereo not given),10.6%,0.5%,-0.2%,15.6%,-2.6%,
Cc1ccc(C(=O)N2CCOCC2)cc1S(=O)(=O)N1CCCCC1,-0.6%,0.3%,-7.0%,1.1%,-3.6%,
CC(C)(C)N(Cc1nc(-c2ccccc2)no1)C(=O)c1ccc2c(c1)OCO2,-5.1%,1.8%,2.6%,3.8%,6.7%,
CCCCCCn1c(N2CCN(c3cccc(Cl)c3)CC2)nc2c1c(=O)[nH]c(=O)n2C,-2.7%,8.6%,14.1%,17.0%,-6.6%,

# (continued)
SMILES,M. tuberculosis HTS,inhibitors of VEEV,influenza NS1A,tuberculosis growth,Salmonella PhoP GFP,others
CCOC(=O)C1CCN(C2CC(=O)N(c3ccc(OCC)cc3)C2=O)CC1 (stereo not given),3.8%,0.4%,8.6%,78.6%,5.8%,
O=C(CSc1nc2ccccc2o1)NCC(=O)c1ccccc1,?,8.9%,0.5%,?,1.6%,
COc1ccc(NS(=O)(=O)c2ccc3nc(COc4ccc(C#N)cc4)[nH]c3c2)cc1,4.8%,1.7%,13.3%,15.6%,-2.0%,
CO/N=C(\Cn1ncc(N2CCCC2)c(Br)c1=O)c1ccc(Cl)cc1,?,4.5%,-3.5%,5.6%,-0.9%,
COc1cccc(CNc2nnnn2C)c1,2.9%,0.3%,-1.2%,-4.7%,6.3%,
CC(Oc1ccccc1F)C(=O)/C=C/N(C)C (stereo not given),3.3%,0.1%,-6.8%,-3.5%,1.6%,
COc1ccnc(CN(C)C(=O)C2CCC(=O)N(Cc3cccc(C(F)(F)F)c3)C2)c1 (stereo not given),-4.2%,i,-2.0%,-5.7%,-14.1%,
O=C1CCCC(=O)C1C1c2ccccc2CCN1C(=O)CCl (stereo not given),-16.0%,0.6%,.,-6.2%,8.0%,
Cc1nn(Cc2cccc(C(=O)NN)c2)c(C)c1Cl,-4.2%,1.1%,-24.0%,-9.9%,0.2%,
CC1CCN(C(CNS(=O)(=O)c2ccccc2)c2ccccc2)CC1 (stereo not given),-7.8%,0.1%,2.3%,4.9%,.,
CCOc1ccc(NC(=O)Cn2nnc(-c3ccccc3F)n2)cc1,3.4%,0.6%,5.7%,-3.7%,6.2%,
COCCn1cnc2c(c1=O)c1nc3ccccc3nc1n2/N=C/c1cccc(OC)c1,16.2%,?,-24.7%,36.8%,8.4%,
O=S1(=O)CCC(n2nccc2-c2ccccc2)C1 (stereo not given),6.6%,2.0%,3.4%,-4.3%,4.3%,
CCOC1(/N=C(\C)NS(=O)(=O)c2ccc(Cl)cc2)C(C)=CC(=O)C=C1C,3.2%,1.0%,-9.4%,-4.8%,2.0%,
CCOc1ccc(NC(=O)CSc2nc(O)c(C)c(=O)n2-c2ccc(F)cc2)cc1,8.48µM*,i,6.0%,66.7%,-6.7%,
Cc1csc(NC(=O)CCn2c(=O)oc3ccc(Cl)cc32)n1,5.8%,0.7%,4.1%,3.9%,4.4%,
N#Cc1cccc2c1-c1ccccc1/C2=N/NC(N)=S,11.6%,?,-2.2%,56.9%,-5.0%,
Cc1cc(N2CCCC2)nc2c(C)cccc12,9.2%,i,0.1%,30.8%,7.7%,
COc1ccc(S(=O)(=O)N2CCOCC2)cc1NC(=O)COC(=O)CCS(=O)(=O)c1ccc(C)cc1,.,0.6%,-9.7%,.,.,
C#Cc1cccc(NC(=O)CSc2nnc(-c3ccc(C(F)(F)F)cn3)o2)c1,1.8%,1.7%,3.0%,-7.2%,-12.9%,
CCN1CCCC1CNC(=O)Cn1ncc2c(=O)oc3ccc(C)cc3c21 (stereo not given),-4.7%,0.5%,14.4%,-22.3%,-3.1%,
COc1ccc(CNC(=O)c2ccc(Br)o2)cc1,-3.7%,0.5%,4.9%,77.6%,14.3%,
COc1ccc(C(F)(F)F)cc1N/C=C/c1nnnn1-c1ccc2ccccc2c1,-15.7%,i,-9.6%,6.1%,-0.4%,
CC(=O)Nc1ccc(NCC(=O)c2ccccc2)cc1,-2.0%,0.2%,3.1%,9.1%,0.8%,
C=CCN(c1ccccc1OC)S(=O)(=O)c1cccc(C(=O)NC2=NCCS2)c1,-4.7%,9.9%,-6.6%,56.8%,.,
Cc1cc(C)n(C(=O)c2cccc(S(=O)(=O)N3CCCCC3)c2)n1,-5.1%,0.6%,-18.8%,-12.4%,6.7%,
CN(C)c1nc(N)nc(CSc2nnnn2C)n1,-5.5%,0.5%,-1.7%,-16.7%,-8.1%,
COc1ccccc1NC(=O)/C=C\c1ccco1,2.0%,0.3%,-4.3%,38.1%,-11.3%,
CC(C)CN(C1CCS(=O)(=O)C1)S(=O)(=O)c1ccc(C(C)C)cc1 (stereo not given),2.5%,i,-21.2%,-10.0%,-1.7%,
O=C(c1ccc2c(c1)OCO2)C1CCCN(C(=O)Nc2ccc(F)cc2F)C1 (stereo not given),-8.4%,1.4%,-5.8%,0.7%,6.2%,
Cc1c(Cl)cccc1N(CC(=O)N1CCCCCC1)S(C)(=O)=O,0.1%,i,1.2%,-0.8%,-9.0%,
CC(NC(=O)Cc1ccsc1)c1ccc(S(N)(=O)=O)cc1 (stereo not given),-6.2%,0.7%,0.5%,-7.0%,12.8%,
CCOC(=O)C(C)C1(O)c2ccccc2-c2ncccc21 (stereo not given),-0.9%,1.8%,1.4%,-2.1%,-5.3%,
Cc1ccc(Br)c(NS(=O)(=O)c2cccc(C(=O)N3CCNC(=O)C3)c2)c1,-0.1%,5.3%,-21.0%,10.7%,.,
CN1CCN(C(=O)CSc2nc(-c3cccs3)ccc2C#N)CC1,-4.3%,6.9%,8.2%,16.4%,-6.7%,
Cc1cccnc1NC(=O)c1ccc(S(=O)(=O)N2CCCCC2)cc1,-6.9%,2.6%,-1.7%,0.3%,-5.0%,
O=C(CSc1ncnc2scc(-c3ccc(F)cc3)c12)c1ccc2c(c1)OCCO2,12.2%,9.4%,-3.0%,3.5%,11.1%,
Cc1cc2c(c(CO)c1CCO)C(=O)[C@@H](C)[C@@H]2O,-5.4%,0.3%,13.5%,7.0%,.,inhibitors of VEEV 10K pilot screen=0.5
COc1ccccc1N1C(=O)c2ccccc2NC1c1ccc(O)cc1 (stereo not given),0.5%,0.9%,-19.4%,4.8%,4.0%,
Cc1cc2c(cc1C)NC(C)CC(=O)N2 (stereo not given),.,2.0%,-11.3%,.,.,
CCOc1cccc2cc(C(=O)Nc3ccccc3-c3ccccc3)c(=O)oc12,9.6%,i,-7.1%,-11.1%,-2.8%,
CCOC(=O)CSc1nc2c(sc(=S)n2-c2ccc(CC)cc2)c(=O)[nH]1,0.4%,i,15.9%,.,-2.6%,
O=C(CSc1nc2scc(-c3ccccc3)c2c(=O)[nH]1)N1CCOCC1,3.1%,8.5%,-8.0%,-0.4%,-6.5%,
CCCc1[nH][nH]c(=O)c1C(c1ccc(Cl)cc1)C(C#N)C#N (stereo not given),4.0%,0.3%,-5.1%,16.9%,-5.6%,
C#CCOC(=O)CCCC(=O)NCCCCCCCC,?,0.5%,-6.2%,?,-13.4%,
CC(Sc1nnnn1-c1ccc(O)cc1)C(=O)NNC(=O)c1ccc(F)cc1 (stereo not given),-14.0%,2.2%,-3.3%,-19.2%,.,
CC1(C)CC(=O)C=C(NC2CCCCC2)C1,-5.4%,0.0%,-6.3%,1.9%,-0.7%,
COc1cc2ccccc2cc1C(=O)Nc1ccc(C)cn1,-2.2%,2.2%,-8.5%,-1.4%,-10.1%,
CCN(CC)S(=O)(=O)c1cccc(NC(=O)COc2ccc(C#N)cc2OC)c1,-5.5%,5.8%,-1.0%,41.8%,-5.0%,
CCCC(c1nnnn1CC(=O)OCC)N(Cc1cc2ccc(C)cc2[nH]c1=O)C1CCCC1 (stereo not given),-6.8%,6.5%,-9.1%,12.2%,9.2%,

# Next entries
SMILES,M. tuberculosis HTS,inhibitors of VEEV,influenza NS1A,tuberculosis growth,Salmonella PhoP GFP,others
CN(C1CCCCC1)S(=O)(=O)c1ccc(NC(=S)NC(=O)c2cccs2)cc1,-0.7%,i,4.1%,28.8%,-12.7%,
CN(C)c1nc2c(c(=O)[nH]c(=O)n2C)n1Cc1ccccc1Br,-6.7%,4.9%,-2.6%,-12.3%,0.2%,
COC(=O)Nc1nnc(-c2ccccc2Cl)s1,-3.1%,5.8%,-6.5%,-2.2%,1.0%,
Cc1cccc(NC(=O)C(=O)NCc2ccc3c(c2)OCO3)c1C,7.2%,2.8%,2.2%,-7.9%,0.0%,
CCCCCCCCCCSc1n[nH]c(NC(C)=O)n1,4.4%,1.5%,-11.0%,28.8%,-6.0%,
O=C(COC(=O)c1cccnc1Cl)NC1CCCCC1,5.5%,1.1%,-24.3%,-1.8%,.,
Cn1nnc2cc(NC(=O)N3CCN(c4ccccn4)CC3)ccc21,2.1%,i,6.7%,-13.1%,-4.0%,
O=C(O)[C@@H]1Cc2ccccc2N1,-2.7%,3.1%,-11.9%,18.8%,-0.8%,
COc1ccccc1NC(=O)CCSc1nnc(-c2ccco2)o1,6.2%,0.6%,-3.9%,?,-4.5%,
